From PubChem
H9c2 TAG inh: reduces triacylglycerol accumulation in H9c2 cells; Nile Red lipid (TAG) fluorescence; cells loaded with 200 µM oleic acid; inhibition, % at 12.5 µM; 0.66% of 230,000 active; AID 651582;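 active = pattern-corrected inhibition of lipid staining of at least 50% with the nuclear-stain viability signal not falling by more than 50%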;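 note: 0% = DMSO wells and 100% = triacsin C control wells; some results filed as inactive read as strong as hits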
H9c2 TAG inh DAPI viability: recorded beside H9c2 TAG inh, whose call it bears; DAPI nuclei signal change (viability), lower = more cytotoxic, %;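 whole-well DAPI fluorescence read on a plate reader as a viability signal; minus 50 percent equals half of cells still viable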
* marks the source's active call; other numbers are inactive results. Not all compounds are listed; count on the stated rates, not on these rows.

Structure	H9c2 TAG inh	H9c2 TAG inh DAPI viability
COc1ccc(S(=O)(=O)N2CCC(n3cnc4cc(C(F)(F)F)ccc43)CC2)cc1	-45	10
COc1ccc(C)cc1C(=O)C1CC(C(=O)O)C(C)(C)C1C (configuration not stated)	-21	-1
CC(C)Oc1ccc(-c2nc(NCC3CCCO3)c3ccccc3n2)cc1 (configuration not stated)	13	17
O=C(NC1(C(F)(F)F)NC(=O)N(C2CCCCC2)C1=O)c1ccco1 (configuration not stated)	-2	1
COc1ccc(CCNC(=O)CN2C(=O)NC(CCSC)C2=O)cc1 (configuration not stated)	1	4
O=C(c1ccco1)N1CCN(C(=S)Nc2cc(F)cc(F)c2)CC1	9	-2
CC[C@@H]1C=C(C(=O)O)[C@H](c2ccc(C)cc2)N1S(=O)(=O)c1ccc(C)cc1	-3	5
COC(=O)C(C)Sc1nnc(Cc2cc(=O)[nH]c(=O)[nH]2)n1-c1ccc(Cl)cc1 (configuration not stated)	-7	1
O=C(c1cccc(S(=O)(=O)N2CCCC2)c1)N1CCCc2ccccc21	3	-8
CSc1nnnn1CCn1nnnc1SC	17	-14
C[C@@H]1CN([C@@H](C)CO)C(=O)CCCn2nncc2CO[C@@H]1CN(C)C(=O)Nc1cccc(C(F)(F)F)c1	-9	2
O=C(Nc1cccc(Cl)c1)C1CCCN(S(=O)(=O)c2cnc[nH]2)C1 (configuration not stated)	-17	-2
Cc1cc(N2CCN(S(=O)(=O)c3ccccc3)CC2)nc2c(C)cccc12	-3	8
CN1CCC(=NNC(=O)c2ccc(N(Cc3ccccc3Cl)S(C)(=O)=O)cc2)CC1	-9	18
O=C(Cc1ccc([N+](=O)[O-])cc1)NCc1ccccn1	12	0
CCOC(=O)C1CCN(C(=O)Cn2c(=O)oc3cc(S(=O)(=O)N4CCCC4)ccc32)CC1	-8	-2
COc1ccc(Nc2oc(-c3cccs3)nc2C#N)cc1	2	9
Cc1sc(N/N=C/c2cc([N+](=O)[O-])ccc2O)nc1-c1ccccc1	20	-13
O=C(NC(Cc1ccccc1)C(=O)O)c1ccco1 (configuration not stated)	-4	-9
Cc1cccc(NC(=S)N2CCCC2)c1	-7	-4

Quoted at random: 3 entries already listed.
Structure	H9c2 TAG inh	H9c2 TAG inh DAPI viability
O=C(NC(Cc1ccccc1)C(=O)O)c1ccco1 (configuration not stated)	-4	-9
Cc1sc(N/N=C/c2cc([N+](=O)[O-])ccc2O)nc1-c1ccccc1	20	-13
Cc1cc(N2CCN(S(=O)(=O)c3ccccc3)CC2)nc2c(C)cccc12	-3	8

Some values from the results shown:
Cc1cccc(NC(=S)N2CCCC2)c1 in H9c2 TAG inh has -7
O=C(Nc1cccc(Cl)c1)C1CCCN(S(=O)(=O)c2cnc[nH]2)C1 (configuration not stated) in H9c2 TAG inh has -17
O=C(NC(Cc1ccccc1)C(=O)O)c1ccco1 (configuration not stated) in H9c2 TAG inh has -4
Cc1cc(N2CCN(S(=O)(=O)c3ccccc3)CC2)nc2c(C)cccc12 in H9c2 TAG inh has -3
CN1CCC(=NNC(=O)c2ccc(N(Cc3ccccc3Cl)S(C)(=O)=O)cc2)CC1 in H9c2 TAG inh has -9

Other structures
Structure	H9c2 TAG inh	H9c2 TAG inh DAPI viability
O=C(COc1ccc(Cl)cc1)Nc1ccc(C(=O)O)cc1NC(=O)COc1ccc(Cl)cc1	-13	7
CCN1C(=O)[C@H]2[C@H]3CN=C(SCC4CC4)N3[C@@](CC)(C(=O)OC)[C@H]2C1=O	-14	12
O=C1N[C@@H](c2ccccc2)COC(=O)[C@@H](Cc2ccc(F)cc2)CC/C=C/C[C@H]1CC(=O)N(CCO)Cc1ccccc1	27	0
C=CCSc1nnc(CCCCCN2C(=O)c3cccc4cccc(c34)C2=O)o1	-8	-1
CC(OC(=O)c1ccc2ccccc2n1)C(=O)c1ccccc1 (configuration not stated)	9	-9
Cn1c(=O)n(CC(=O)N2CCOCC2)c2ccccc21	-16	7
CC(=O)c1ccc(NC(=S)NC2CCCC(C)C2C)cc1 (configuration not stated)	-8	2
COc1ccc(NS(=O)(=O)c2ccc(N3CCN(CCO)CC3)c([N+](=O)[O-])c2)cc1	-24	1
CC(=O)c1sc2nc(CSc3nncn3C)[nH]c(=O)c2c1C	9	-13
CN(c1ccccc1)S(=O)(=O)c1ccc(C(=O)N2CCCC2)cc1	-3	-1
CCn1c(=O)c(C(=O)NCc2ccccn2)c(O)c2ccccc21	2	-9
CC1=C(OC(=O)c2ccccc2)C(C)(C)C(c2ccccc2)OC1=O (configuration not stated)	21	1
Cc1cc(C)c(NC(=O)CSc2nc3ccc(N4C(=O)c5ccccc5C4=O)cc3s2)c(C)c1	-16	3
Cc1nnc(C)n1/N=C/c1ccccn1	8	-7
COc1cccc(NC(=O)C2(C)CCN2C(=O)CC2CC2)c1 (configuration not stated)	6	-9
CCN(Cc1ccccc1)C(=O)c1ccc(NC(=O)c2ccc(OC)cc2)cc1	4	-3
CC(C)COc1ccc(-c2nn(-c3ccccc3)cc2C(=O)Nc2nccs2)cc1	32	-5
COc1cc2c(cc1OC)CN(C(=O)CSc1nnc3scc(-c4ccccc4)n13)CC2	7	-11
Cc1oc(-c2ccccc2F)nc1CS(=O)(=O)CC(=O)N1CCOCC1	15	-9
COc1ccccc1NC(=O)N(C)C[C@@H]1OCc2cnnn2CCCC(=O)N([C@@H](C)CO)C[C@@H]1C	-6	5

In a second layout: results already given
Below each compound: H9c2 TAG inh	H9c2 TAG inh DAPI viability
- CC1=C(OC(=O)c2ccccc2)C(C)(C)C(c2ccccc2)OC1=O (configuration not stated)
  21	1
- Cc1cc(C)c(NC(=O)CSc2nc3ccc(N4C(=O)c5ccccc5C4=O)cc3s2)c(C)c1
  -16	3
- Cc1nnc(C)n1/N=C/c1ccccn1
  8	-7

Going on with the list:
Structure	H9c2 TAG inh	H9c2 TAG inh DAPI viability
COc1cc(NC(=O)OCc2ccccc2)c2ncccc2c1	1	-3
N/C(=N\O)c1ccc(Cl)cc1Cl	-4	6
CN(C(=O)c1ccc(NC(=O)Cc2ccc(NC(=O)C3CCN(C(=O)C4CC4)CC3)cc2)cc1)C1CCCC1	0	-1
CC(C)c1ccc(OCC(=O)Nc2ccccc2C(=O)N2CCOCC2)cc1	-16	6
Cn1c(=O)cc(Nc2ccccc2)[nH]c1=O	5	0
COC(=O)C1OC(OC2CC[C@]3(C)C(CC[C@@]4(C)[C@@H]3CC=C3[C@@H]5CC(C)(C)CC[C@]5(C(=O)OC5OC(CO)C(O)C(O)C5O)CC[C@]34C)C2(C)C)C(O)C(O)C1O[C@H]1OCC(O)C(O)C1O (some centres not stated)	13	10
C[C@H]1COC(=O)[C@H](CC(=O)OC(C)(C)C)C/C=C\C[C@@H](CC(=O)N(CCO)Cc2ccccc2)C(=O)N1	5	-8
CCOC(=O)C1CCN(c2cc(=O)n(-c3ccc(OC)cc3)c(=O)[nH]2)CC1	-8	-9
NC(=O)COC(=O)c1ccc(Oc2ccccc2)cc1	5	-11
CCOC(=O)c1cc(CC)sc1NC(=O)C(c1ccccc1)c1ccccc1	-20	8

An excerpt from further up:
Structure	H9c2 TAG inh	H9c2 TAG inh DAPI viability
COc1ccc(S(=O)(=O)N2CCC(n3cnc4cc(C(F)(F)F)ccc43)CC2)cc1	-45	10
COc1ccc(C)cc1C(=O)C1CC(C(=O)O)C(C)(C)C1C (configuration not stated)	-21	-1
CC(C)Oc1ccc(-c2nc(NCC3CCCO3)c3ccccc3n2)cc1 (configuration not stated)	13	17
O=C(NC1(C(F)(F)F)NC(=O)N(C2CCCCC2)C1=O)c1ccco1 (configuration not stated)	-2	1

(next part)
Structure	H9c2 TAG inh	H9c2 TAG inh DAPI viability
CCOc1cccc(CN2CCC(Oc3ccc(C(=O)N4CCCC4)cc3)CC2)c1O	16	-7
Cc1cccc(N2C(=O)C3C4CC(C(Br)C4Br)C3C2=O)n1 (configuration not stated)	14	-10
CCOC(=O)C1CCCN(C(=O)CNC(=O)c2ccc(Br)o2)C1 (configuration not stated)	-14	5
CN(C)/N=C/C=C1\CCC/C(=C/c2cccs2)C1=O	-2	8
CCC[C@@H](CN1CCC[C@H]1CN1C(N)=NC[C@H]1C(C)C)N1C[C@@H]([C@H](C)CC)N(CCCC2CCCC2)C1=N	-28	32
NS(=O)(=O)c1ccc(CCNC(=O)CCCC2=NS(=O)(=O)c3ccccc3N2)cc1	1	-12
CCOc1ccc(-n2nnnc2SCC(=O)Nc2cccc(O)c2)cc1	-15	8
CC(=O)N(CC1CCCO1)c1nnc(-c2cnccn2)s1 (configuration not stated)	-5	-2
CCN(C(=O)COC(=O)c1cc(S(=O)(=O)Nc2c(C)n(C)n(-c3ccccc3)c2=O)ccc1Cl)C1CCCCC1	-12	-4
Cc1ccc(C)c(/C(O)=C2\C(=O)C(=O)N(Cc3cccnc3)C2c2cccnc2)c1 (configuration not stated)	-3	2
CC(C)c1onc(C(=O)NC(C)c2ccccc2)c1[N+](=O)[O-] (configuration not stated)	-8	9
O=C(CSc1nc(-c2ccco2)cc(C(F)(F)F)n1)Nc1ccc(C(=O)N2CCCCC2)cc1	-28	11
COc1ccccc1-c1csc(C(NC(C)=O)c2ccccc2)n1 (configuration not stated)	-2	-9
CCn1c(CNC(=O)c2ccc(OC)cc2)nnc1SC	-6	-5
COc1cc(CNc2ncc(-c3ccc(Cl)cc3)n2C)cc(OC)c1OC	-14	3
C#CCOCCOCCOCCNc1nc(N2CCN(C(=O)C(Cc3ccc(O)cc3)n3cc(C(N)CC(C)C)nn3)CC2)nc(N2CCN(C(=O)C(Cc3ccc(O)cc3)n3cc(C(N)C(C)CC)nn3)CC2)n1 (configuration not stated)	-24	13
COCCCNC(=S)NNC(=O)Cn1nc(C)c(Br)c1C	9	-7
CCN(C(=O)COC(=O)c1ccc2[nH]c3c(c2c1)CCCC3)C1CCS(=O)(=O)C1 (configuration not stated)	4	4
CCn1ccc(C(=O)N2CCN(c3ncccn3)CC2)n1	-8	-5
Nc1ccc(C(=O)Nc2cccc3ncccc23)cc1	-9	8
O=C(NCC(=O)N(Cc1ccco1)C(C(=O)NC1CCCCC1)c1cccnc1)c1cccs1 (configuration not stated)	6	-12
ONC=Nc1cccc2nonc12	0	-4
NCc1csc(Nc2nncc3ccccc23)n1	10	-12
O=C(c1cccc(C(F)(F)F)c1)C1CCCN(C(=O)C2CCOCC2)C1 (configuration not stated)	-1	-4
COc1ccccc1NS(=O)(=O)c1cc(C(=O)Nc2ccc(S(=O)(=O)Nc3onc(C)c3C)cc2)ccc1C	-6	3
O=C(COC(=O)c1nc(Cl)ccc1Cl)Nc1ncc(Cl)cc1Cl	2	6
CNC(=O)COC(=O)c1cc(NC(=O)c2ccco2)c(OC)c(OC)c1	10	-1
CSc1ccc(/C=N/N2CCN(C)CC2)cc1	3	1
COc1ccc(C(=O)Nc2ccc(C3=NNC(=O)CC3C)cc2NC(=O)c2ccc(OC)cc2)cc1 (configuration not stated)	17	-3
COc1cccc(C(C)(O)c2nc(-c3cc(F)cc(F)c3)cs2)c1 (configuration not stated)	-23	3
COCn1c(-c2ccc(OC)cc2)nc2ccccc21	-8	-4
O=C(/C=C/c1ccco1)Nc1nnc(-c2ccco2)s1	32	0
CCC(C)(C)NC(=O)C(c1ccncc1)N(Cc1ccc(C)cc1)C(=O)c1csnn1 (configuration not stated)	-40	-1
Cc1c(C(=O)OCC(=O)Nc2ccc(N3CCOCC3)cc2)oc2ccccc12	-9	-2
COCCn1c(CN2CCN(c3ccccc3)CC2)nc2c1c(=O)n(C)c(=O)n2C	-25	3
O=C(N/N=C/c1ccncc1)c1ccc(NC(=O)c2cccc(Cl)c2)cc1	10	9
O=C(Cn1c(=O)n(CC(=O)NCc2ccccc2)c2ccccc21)NCc1ccccc1	-11	2
NNC(=O)Nc1cccc(C(F)(F)F)c1	-11	-1
Clc1ccccc1-c1nc2ccccc2c2nncn12	2	-3
C/C(=N\NC(=S)NCc1ccccc1)c1ccc(Cl)s1	-1	7
CCN(C(=O)COC(=O)CSc1cc(C)c2ccccc2n1)c1ccccc1	0	2
COc1ccc(C(=O)C(OC(=O)CNC(=O)c2ccco2)c2ccccc2)cc1 (configuration not stated)	-11	4
N#Cc1c(NC(=O)CSc2nnc(-c3ccco3)n2-c2ccccc2)sc2c1CCC2	10	-4
O=C(CCn1c(=O)c2ccccc2n(CC(=O)NC2CCCC2)c1=O)NCc1ccco1	19	-14
Cc1nnc2c(Oc3ccccc3)nc3ccccc3n12	-5	-2
COC(=O)c1ccccc1C(=O)N(c1ccccc1)c1ccccc1	2	-7
COc1cc(OC)cc(C(=O)NNC(=O)c2cc(=O)[nH]c3ccccc23)c1	3	1
COCCNC(=O)CSc1nnc(-c2ccccc2F)n1Cc1ccccc1	6	-11
COc1cccc(-c2nnc(NC(=O)C3CCCCC3)o2)c1	-2	-6
O=c1oc2ccccc2c(O)c1Sc1ccc(Cl)cc1	10	-13

Further records.
Structure	H9c2 TAG inh	H9c2 TAG inh DAPI viability
COc1cccc(C2C(C(=O)/C=C/c3ccco3)=C(O)C(=O)N2CCN2CCOCC2)c1 (configuration not stated)	12	9
O=C(NCc1ccc(Cl)cc1)c1cc2c(nc3sccn32)s1	-22	11
Clc1ccc(-c2nc3ncccn3c2Nc2ccc3c(c2)OCO3)cc1	-17	3
CCOc1ccc(C(C)=O)cc1CSc1nnc(N)s1	10	-4
Cc1ccc(/C=C/C(=O)OCC(=O)Nc2cccnc2Cl)cc1	0	4
O=C(NC(=S)Nc1cccnc1Cl)c1ccco1	-3	-3
CCC(=O)N(C)C[C@H]1Oc2cc(-c3ccccc3F)ccc2S(=O)(=O)N([C@H](C)CO)C[C@H]1C	5	-7
Cn1cnnc1SC(C(=O)c1ccccc1)c1ccccc1 (configuration not stated)	-13	6
CCOC(=O)Cc1csc(SCC(=O)N2CCN(c3ccc(OC)cc3)CC2)n1	16	8
